Source: PubChem BioAssay
All columns: NCI-60 one-dose screen, growth in % after 48 h at 10 µM unless noted; 100 = growth as untreated, 0 = no growth, -100 = all killed.
UO-31 = UO-31 renal cancer. hit rate 5.2% among 81,000. AID 1794768
SN12C = SN12C renal cancer cells | hit rate 3.8% among 81,000 | AID 1794767
786-0 = 786-0 renal cancer cells. hit rate 5.1% among 81,000
RXF 393 = RXF 393 renal cancer cells; AID 1794773; hit rate 6.9% among 77,000
A498 = A498 renal cancer cells; hit rate 5.4% among 76,000
TK-10 = TK-10 renal cancer cells; hit rate 3.9% among 81,000; AID 1794769
ACHN = ACHN renal cancer; hit rate 4.9% among 81,000; AID 1794771
CAKI-1 = CAKI-1 renal cancer | hit rate 4.7% among 75,000 | AID 1794772
PC-3 = PC-3 prostate cancer cells; hit rate 3.9% among 80,000
* = called active by the depositor; x = no result given; & = joins results of further samples; ! = not active in a repeat. Rule for the calls: active = growth percent below 10; inactive = the rest. Compounds were not picked by outcome. About 11% of those tested had a hit in this group.

SMILES	UO-31	SN12C	786-0	RXF 393	A498	TK-10	ACHN	CAKI-1	PC-3
COc1cc(N(C)C)ccc1/C=C/C(=O)c1cc(C(=O)c2ccc(Br)cc2)n2ccc(C)cc12	86	95	103	114	107	99	96	98	86
Cc1ccc2c(n1)C(=O)C(Cl)=C(Nc1ccc(S(=O)(=O)Nc3cc(C)on3)cc1)C2=O	90	108	101	x	100	99	118	102	103
Ic1ccc2oc3ccccc3c2c1	89	113	x	116	106	117	110	95	104
COc1ccc2nccc(C=O)c2c1	86	90	94	95	91	97	99	101	58
CN(CCO)c1oc(-c2ccccc2)nc1[P+](c1ccccc1)(c1ccccc1)c1ccccc1	74	-3.4*	14	x	-7.2*	24	56	60	11
Nc1ccc(-c2ccncc2)cc1NC(=O)N1CCCC1	89	100	97	100	77	85	108	95	91
COc1cc(C2NC(=S)NC(C)=C2C(=O)OC(C)C)cc(OC)c1OC (configuration not stated)	87	100	84	96	25	88	102	89	93
CCOC(=O)/C(C)=N/N	91	114	109	186	103	114	103	109	102
N#Cc1c(-c2ccccc2)nc(SCC(=O)Nc2nc(-c3ccccc3)cs2)[nH]c1=O	72	90	94	96	103	124	97	88	89
O=C(O)c1ccc(-c2nn(-c3ccc(C(F)(F)F)cc3)cc2CNc2cccc(Br)c2)cc1	72	89	91	97	x	103	78	97	89
O=[N+]([O-])c1cc(Br)c2c(c1)CCN2	57	96	104	96	86	107	91	98	82
Nc1ncnc2sc(-c3ccc(N4CCOCC4)nc3)c(-c3ccccc3)c12	87	84	94	79	84	95	75	93	89
O=C(NCCCn1ccnc1)OCc1nc2nc(Cl)nc(N3CCOCC3)c2[nH]1	78	98	95	x	97	94	99	91	98
CC1CCc2c(sc3nc(Nc4ccccc4)sc(=O)c23)C1 (configuration not stated)	94	95	104	120	82	116	103	90	101
CCCCOC(=O)/C=C/c1ccc2c(OC)cc(/C=C/C(=O)OCCCC)c3c2c1C(=O)N(CCCC)C3=O	59	85	105	106	100	107	93	81	74
CCOC(=O)C1CCCNC1=O (configuration not stated)	79	105	96	122	117	116	112	105	110
C=CC(=O)NCCCNc1nc(Cl)nc2cc(OC)c(OC)cc12	65	113	92	x	x	125	92	87	99
CC1(C)N=C(N)N=C(N)N1c1cccc(CN)c1	67	91	99	103	98	101	100	89	87
Nc1c(C(=O)Nc2cccc(C(F)(F)F)c2)sc2nc3c(cc12)C(=O)CCC3	93	97	92	88	47	84	96	86	81
Cc1c(C(=O)N[C@H]2CCCN(Cc3ccccc3)C2)[nH]c2ccc(Cl)cc2c1=O	74	x	93	91	85	91	92	80	83
O=c1cc(-c2ccccc2)ss1	85	101	98	120	x	95	99	98	97
CC(=O)Nc1cccc(Nc2nc(N[C@H]3CCCc4ccccc43)c3ccccc3n2)c1	92	103	106	120	105	99	102	90	115
CC(C)c1cc2c(c3c1C(=O)CC3)C(C)(C)CCC2(C)C	92	107	105	109	128	130	104	102	81
CC(=O)OC1CC2CCC1(c1ccccc1)C2 (configuration not stated)	100	107	x	114	98	101	102	103	99
CC(C)CNCC(O)COc1ccc(C(C)(C)c2ccc(OCC(O)CNCC(C)C)cc2)cc1 (configuration not stated)	-32*	67	26	42	60	67	x	x	47
CCCNCC(O)Cc1ccc(OCC)cc1 (configuration not stated)	88	98	89	104	90	88	x	x	81
CCN(CCO)C(C(=O)c1ccc(Cl)cc1)c1ccc(Cl)cc1 (configuration not stated)	74	94	86	93	76	100	94	81	75
CC(=O)C(N=Nc1ccc(N2CCN(C(=O)OC(C)(C)C)CC2=O)cc1)C(C)=O	78	96	104	106	x	120	102	94	113
O=C(C[n+]1ccnc2ccccc21)c1ccc2ccccc2c1	85	104	101	108	90	x	102	92	95
CCc1ccc(N2CCC(=O)NC2=S)cc1	84	105	94	98	95	96	99	90	98
O[C@H]1c2ccccc2-c2c3c(cc4c2[C@@H]1NCC4)OCO3	73	93	93	x	79	94	99	99	81
CC/C(=C(/CC)c1ccc(O)cc1)c1ccc(O)cc1	73	76	80	65	81	x	68	46	75
Cc1nc(N)[nH]c(=O)c1CCCNc1ccc([N+](=O)[O-])cc1	74	93	94	95	92	99	89	83	84
CC(=O)OC1CCCC(CN)C1C (configuration not stated)	80	96	105	108	72	99	101	101	91
CC1=CC2C=C(C3N(c4ccccc4)NC(=O)[C@@H]4CCCN34)C(=O)NC2C=C1 (some centres not stated)	82	101	103	115	87	108	98	x	94
CC(=O)C1=C(O)/C(=C\c2ccccc2)OC1=O	92	98	109	118	95	113	99	107	96
CC(=O)NC(CS(=O)(=O)Cc1ccc([N+](=O)[O-])cc1)C(=O)O (configuration not stated)	94	106	100	121	87	98	107	102	98
S=c1[nH]c2ccc(Cl)cc2[nH]1	67	95	91	x	x	103	102	95	88
C=C(C)[C@@H]1CC=C2c3sc(NC(C)=O)nc3CC[C@]2(C)[C@H]1C	99	105	105	99	84	103	97	84	90
CC(=O)[C@@]12O[C@](C)(c3ccccc3)O[C@@H]1CC1C3CCC4=CC(=O)CC[C@]4(C)C3CC[C@@]12C (some centres not stated)	52	84	68	89	68	88	69	48	31

Some of the entries so far, in markdown:
| SMILES | UO-31 | SN12C | 786-0 | RXF 393 | A498 | TK-10 | ACHN | CAKI-1 | PC-3 |
| --- | --- | --- | --- | --- | --- | --- | --- | --- | --- |
| CC(=O)OC1CCCC(CN)C1C (configuration not stated) | 80 | 96 | 105 | 108 | 72 | 99 | 101 | 101 | 91 |
| CC1=CC2C=C(C3N(c4ccccc4)NC(=O)[C@@H]4CCCN34)C(=O)NC2C=C1 (some centres not stated) | 82 | 101 | 103 | 115 | 87 | 108 | 98 | x | 94 |

Following part:
SMILES	UO-31	SN12C	786-0	RXF 393	A498	TK-10	ACHN	CAKI-1	PC-3
CN1C(=O)[C@H]2c3c(cccc31)[C@H]1C(=O)[C@H](CCC1(C)C)C2(C)C	81	96	97	113	85	104	117	97	103
CSc1nc(COC(=O)NC(C)C)c(COC(=O)NC(C)C)n1Cc1ccccc1	92&81	110&100	103&99	112&111	117&123	100&114	104&101	88&87	111&95
O=C(CNc1ncnc2sc3c(c12)CCCC3)NN1C(=O)C=CC1=O	84	101	101	105	114	103	106	93	99
CC1=NNC(=O)C1NNc1ccccc1 (configuration not stated)	96	114	108	133	99	106	111	95	105
COc1cc(-c2nn(-c3cccc(NC(=O)NCCNC(=O)c4cccc(C(F)(F)F)c4)c3)cc2-c2ccncc2)ccc1Cl	62	75	17	15	33	90	48	x	18
CCCCCCCCCCCCCCN(C)C	90	98	95	121	113	101	102	96	93
COc1ccc(C2CC(c3ccc(OC)c(OC)c3)=NN2C=O)cc1 (configuration not stated)	81	91	102	124	95	110	100	101	92
CCNC1(C(N)=O)CCN(Cc2ccccc2)CC1	93	91	93	101	99	112	100	75	89
CCOC(=O)C1=C(C(=O)OCC)N(c2ccc(F)c(Cl)c2)C(N)=C(C#N)C1c1cc(=O)[nH]c2ccccc12 (configuration not stated)	61	106	96	86	74	112	94	80	114
CCC(CCN(C)C)(OC(C)=O)c1ccccc1 (configuration not stated)	80	99	108	104	x	92	105	112	96
O=[N+]([O-])c1cccc(-c2nnc3c(/C=C/c4ccc(Br)cc4)nc4ccccc4n23)c1	76	97	81	101	93	107	107	96	96
N/C(=N\S(=O)(=O)c1ccc2oc(=O)ccc2c1)Nc1nc2ccccc2s1	59	94	97	95	127	101	96	91	93
N#Cc1nc2c3ccccc3[nH]c2c2[nH]c3ccccc3c2c1=O	74	78	92	x	65	146	81	77	45
Cn1c(SCC(=O)c2ccc(Br)cc2)nc2ccccc2c1=O	76	97	91	115	93	117	96	85	97
CCC(C)COC(=O)c1ccc([N+](=O)[O-])cc1 (configuration not stated)	87	107	107	105	91	102	117	104	94
Clc1ccccc1-c1nc2ccccc2s1	54	96	87	103	91	120	100	108	80
O=C(CSC1=Nc2c(c(-c3ccccc3)c(-c3ccccc3)n2C2CCCCC2)C2=NCCN12)c1ccccc1	65	93	102	114	x	133	92	62	76
CC(C)CCOC(=O)Nc1cccc(Cl)c1	88	105	81	120	85	93	110	97	103
CCNC(=O)N1CCc2cc(OC)c(OCCc3ccc(OC)cc3)cc2C1c1ccc(OC)cc1C (configuration not stated)	30	30	9.5*	-13*	-11*	38	27	27	28
O=S(=O)(Nc1ccc(-n2cnc3cc(-c4ccc(O)cc4)ccc32)cc1)C1CC1	56	88	87	x	66	111	78	66	83
NC(=O)C(NN=C(c1ccccc1)c1ccccc1)c1ccccc1 (configuration not stated)	87	97	111	108	83	x	99	99	92
CCOC(=O)NC(=S)c1ccc[nH]1	91	98	115	118	115	153	92	99	93
COc1ccc(C(=O)c2cc3c(N)c(C(=O)Nc4ccc(Cl)cc4)sc3nc2C)cc1	79	90	82	x	60	82	75	66	79
Cn1cc2c(c1)-c1ncncc1CC2	94	98	99	114	106	113	97	99	x
COc1cc2c(cc1OCCCOC1=C=C=C(c3ccc4c(c3)c3cc(-c5ccc(OCCCOc6cc7c(cc6OC)C(=O)N6CCC[C@H]6C=N7)cc5)ccc3n4S(=O)(=O)c3ccc(C)cc3)C=C1)N=C[C@@H]1CCCN1C2=O	39	-17*	1.6*!	x	77	221	7.7*	-20*	43
CCCSc1nnc(-c2c(C)nc3ccc(Cl)cn23)o1	62	89	81	87	83	121	90	90	93
CC1=C(CN(CC(=O)O)CC(=O)O)C(=O)C(C(C)C)=C/C1=C(\c1ccccc1S(=O)(=O)O)c1cc(C(C)C)c(O)c(CN(CC(=O)O)CC(=O)O)c1C	83	100	103	122	100	98	108	92	97
COc1ccc(C2c3ccc4ccccc4c3Oc3ncnc(N)c32)cc1 (configuration not stated)	56	96	97	86	75	113	81	50	72
Cc1ccc(-n2c3c(c(-c4ccccc4)c2-c2ccccc2)C2=NCCN2C(SCC(=O)c2ccccc2)=N3)cc1	66	81	96	105	x	124	94	73	76
Nc1ccnc(N)n1	90	x	90	107	98	94	106	93	80
N#C/C(=C\c1ccc(-c2cc(Cl)ccc2Cl)o1)c1ccc(Cl)cc1	74	100	112	93	114	173	90	72	90
O=C1NC(=S)S/C1=C\N1N=C(c2ccc(Cl)cc2)CC1c1ccc(F)cc1 (configuration not stated)	60	96	94	74	x	101	87	85	82
O=C(/C=C/Nc1ccccc1)c1cc2ccccc2oc1=O	64	96	103	102	106	131	91	90	79
Oc1cc(CNC2CCCCC2)c(O)cc1CNC1CCCCC1	68	94	98	x	88	113	102	91	76
O=C(NCc1ccc(Cl)cc1Cl)C1CCC(=O)N1c1cncs1 (configuration not stated)	91	96	99	103	77	98	103	88	93
O=C(OCCCOC(=O)c1cccc2c(=O)c3ccccc3[nH]c12)c1cccc2c(=O)c3ccccc3[nH]c12	80	104	102	113	96	105	107	92	100
C=C1C(=O)O[C@H]2[C@H]1CC/C(COC(=O)NCc1[nH]nc3ccccc13)=C\CC[C@@]1(C)O[C@@H]21	72	35	-25*	-18*	94	-4.9*	14	17	29
Cn1ccc(N)nc1=O	85	104	105	114	101	102	101	96	94
O=S(=O)(NCCNc1nccc(-c2c(-c3cccc(O)c3)nc3sccn23)n1)c1ccccc1	58	51	48	46	x	88	51	80	83
c1ccc(-c2c(-c3ccccc3)[n+](Cc3ccc4ccccc4c3)c(-c3ccc(-c4nc5ccccc5s4)cc3)n2Cc2ccc3ccccc3c2)cc1	-94*	-87*	-75*	-96*	-97*	-81*	-97*	-89*	-89*
COc1cc(OC)c2sc(-c3ccc(-n4cncc4-c4cc(OC)c(OC)c(OC)c4)cc3)nc2c1	41	69	67	4.2*	49	66	70	24	34
CS(=O)(=O)N1CCCCC1CCN1CCCCC1 (configuration not stated)	93	111	117	96	84	108	103	99	102
N#C/C(=C/C=C/c1cccc(Cl)c1)S(=O)c1ccccc1 (configuration not stated)	-66*	-55*	-89*	-88*	-70*	-82*	-83*	-68*	-55*
CCc1cc2c(c3c1C(=O)CC3)C(C)(C)CCC2	97	105	88	100	114	117	105	97	80
Cc1cc(Cl)nc(N2CCN(CC(=O)Nc3ccc4c(ccn4Cc4ccccc4)c3)CC2)n1	65	93	90	104	54	98	98	85	75
Cc1ccc(O)c(C=O)c1	127	86	98	113	109	93	111	103	114
CC(=O)CC(=O)NCCCN1CCCCCC1	82	101	94	116	96	97	103	96	92
CCN(CC)c1ccc(C2=NN(C(C)=O)C(c3cccc(NS(C)(=O)=O)c3)C2)cc1 (configuration not stated)	59	93	87	x	117	84	86	x	x

Some of the entries above, reformatted.
SMILES,UO-31,SN12C,786-0,RXF 393,A498,TK-10,ACHN,CAKI-1,PC-3
Cn1ccc(N)nc1=O,85,104,105,114,101,102,101,96,94
O=S(=O)(NCCNc1nccc(-c2c(-c3cccc(O)c3)nc3sccn23)n1)c1ccccc1,58,51,48,46,x,88,51,80,83
c1ccc(-c2c(-c3ccccc3)[n+](Cc3ccc4ccccc4c3)c(-c3ccc(-c4nc5ccccc5s4)cc3)n2Cc2ccc3ccccc3c2)cc1,-94*,-87*,-75*,-96*,-97*,-81*,-97*,-89*,-89*
COc1cc(OC)c2sc(-c3ccc(-n4cncc4-c4cc(OC)c(OC)c(OC)c4)cc3)nc2c1,41,69,67,4.2*,49,66,70,24,34
CS(=O)(=O)N1CCCCC1CCN1CCCCC1 (configuration not stated),93,111,117,96,84,108,103,99,102
N#C/C(=C/C=C/c1cccc(Cl)c1)S(=O)c1ccccc1 (configuration not stated),-66*,-55*,-89*,-88*,-70*,-82*,-83*,-68*,-55*
CCc1cc2c(c3c1C(=O)CC3)C(C)(C)CCC2,97,105,88,100,114,117,105,97,80
Cc1cc(Cl)nc(N2CCN(CC(=O)Nc3ccc4c(ccn4Cc4ccccc4)c3)CC2)n1,65,93,90,104,54,98,98,85,75
Cc1ccc(O)c(C=O)c1,127,86,98,113,109,93,111,103,114
CC(=O)CC(=O)NCCCN1CCCCCC1,82,101,94,116,96,97,103,96,92
CCN(CC)c1ccc(C2=NN(C(C)=O)C(c3cccc(NS(C)(=O)=O)c3)C2)cc1 (configuration not stated),59,93,87,x,117,84,86,x,x
